High-throughput results as filed in PubChem BioAssay.
CHRM5 PAM – potentiates acetylcholine response at human M5 receptor. activation, % at 3 µM. 0.3% of 360,000 active. AID 624038. CHO-K1 hM5, Fluo-8 calcium, ACh EC20 PAM; 0% = ACh EC20, 100% = ACh EC100. P08912;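 active means activation above the run cutoff, the mean activation of all test compounds plus 3 SD, cut at about 18% in these data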
Target sequence (P08912 whole entry, looked up): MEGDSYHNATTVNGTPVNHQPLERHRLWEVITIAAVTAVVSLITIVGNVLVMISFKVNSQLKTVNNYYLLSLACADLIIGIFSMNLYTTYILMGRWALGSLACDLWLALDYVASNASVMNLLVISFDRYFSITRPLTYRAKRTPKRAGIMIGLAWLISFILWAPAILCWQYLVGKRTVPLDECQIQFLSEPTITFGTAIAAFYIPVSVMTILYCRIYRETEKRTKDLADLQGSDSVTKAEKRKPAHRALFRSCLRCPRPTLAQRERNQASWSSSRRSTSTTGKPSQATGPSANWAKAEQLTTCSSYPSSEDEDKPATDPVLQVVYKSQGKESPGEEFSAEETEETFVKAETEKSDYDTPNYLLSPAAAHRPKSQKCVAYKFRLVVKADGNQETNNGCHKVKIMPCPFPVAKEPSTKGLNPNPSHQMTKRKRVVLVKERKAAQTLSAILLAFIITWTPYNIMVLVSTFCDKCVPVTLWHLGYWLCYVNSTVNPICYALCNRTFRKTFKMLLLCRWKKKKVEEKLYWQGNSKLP
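System: CHO-K1 hM5 cells. Reagent: acetylcholine, EC20 level. Compound dosing: single dose, 3 µM nominal final test concentration. Timing: Post-acetylcholine fluorescence recording 140 s. Detection: Fluo-8 calcium fluorescence. Read-out: % activation, ACh-normalized. Benchmarks: ACh EC20 and EC100 wells. Repeats: singlicate, one well per test compound.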
CHRM4 PAM – CHRM4 positive allosteric modulation; 0.4% of 360,000 active; activation, % at 3 µM; CHO-K1 hM4/Gqi5, Fluo-8 calcium fluorescence, ACh EC20; 0% = ACh EC20, 100% = maximal ACh; P08173;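 active means activation above its plate's cutoff, the mean activation of sample wells plus 3 SD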; further: some results filed as inactive read as strong as hits
Target sequence (P08173 whole entry, looked up): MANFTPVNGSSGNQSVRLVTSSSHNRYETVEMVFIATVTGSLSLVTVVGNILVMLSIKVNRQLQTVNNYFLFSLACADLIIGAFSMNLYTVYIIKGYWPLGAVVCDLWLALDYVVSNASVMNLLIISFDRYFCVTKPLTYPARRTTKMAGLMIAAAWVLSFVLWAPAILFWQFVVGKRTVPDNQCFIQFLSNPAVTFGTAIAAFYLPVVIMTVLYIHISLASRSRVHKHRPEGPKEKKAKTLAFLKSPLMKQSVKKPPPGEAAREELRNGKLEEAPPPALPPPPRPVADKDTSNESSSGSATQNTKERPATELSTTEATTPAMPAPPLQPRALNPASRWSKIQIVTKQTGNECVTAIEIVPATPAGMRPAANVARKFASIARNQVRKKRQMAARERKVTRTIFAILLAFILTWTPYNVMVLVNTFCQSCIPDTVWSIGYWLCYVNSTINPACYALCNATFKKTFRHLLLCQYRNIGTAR
CHRM5 antagonist – CHRM5 antagonism in calcium assay; CHO-hM5 cells, Fluo-8 calcium fluorescence, ACh EC80; 0.59% of 360,000 active; AID 624040; inhibition, % at 3 µM;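 active means inhibition above a per-plate cutoff, the mean of that plate's test compounds plus 3 SD, cut at about 27% in these data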;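 further: 0% = acetylcholine EC80 with DMSO and 100% = DMSO without agonist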
M4 antag – CHRM4 antagonism in calcium assay | 0.73% of 360,000 active | CHO-hM4 cells, ACh EC80, Fluo-8 calcium fluorescence | inhibition, % at 3 µM | P08173;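 active means inhibition above its plate's cutoff, the mean inhibition of sample wells plus 3 SD, cut at about 27% in these data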;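 further: 0% = acetylcholine EC80 with DMSO and 100% = DMSO without agonist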
CRFR2-BP ag – agonists of human CRF-binding protein/CRF-R2 receptor complex; activation, % at 13.2 µM; HEK293 CRF-R2/CRF-BP, calcium dye fluorescence (FLIPR); percent of saturating CRF peptide response; 0.46% of 350,000 active; AID 588473;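 active means activation of at least 50%, plus an integration ratio under a set limit after plate pattern correction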;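 further: plate controls were neutral control wells without compound for no effect and CRF at EC100 for full effect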
M4 ag – CHRM4 agonism in calcium assay | activation, % at 3 µM | P08173 | 0.14% of 360,000 active | CHO-K1 hM4/Gqi5, Fluo-8 calcium fluorescence; vehicle 0%, full acetylcholine response 100%;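 active means activation above the run mean over all test wells plus 3 SD, cut at about 32% in these data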;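 further: peak over basal fluorescence ratio per well then scaled between controls; 0% = DMSO wells and 100% = acetylcholine at EC100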
CRFBP-R2 block – CRF-BP/CRF-R2 complex antagonism; HEK293 CRF-R2/CRF-BP, CRF-induced calcium fluorescence; inhibition, % at 11.8 µM; 0.59% of 350,000 active;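 active means inhibition of the ligand-induced calcium signal above about 50% at the single tested concentration, limit read from the data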
CHRM1 PAM – potentiates human M1 receptor response to acetylcholine; 0.088% of 360,000 active; activation, % at 3 µM; CHO-K1 hM1, Fluo-8 calcium fluorescence, ACh EC20; 0% = ACh EC20, 100% = maximal ACh; in the data active means activation above about 19%, passing the limit was not always enough
M5 ag – CHRM5 agonism in calcium assay | CHO-K1 hM5 cells, Fluo-8 calcium fluorescence; 0% DMSO wells, 100% maximal acetylcholine response | AID 624037 | 0.19% of 360,000 active | P08912 | activation, % at 3 µM;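 active means activation above the run's mean over test compounds plus 3 SD, cut at about 23% in these data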;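 further: signal is peak over basal fluorescence ratio across the kinetic read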
Starred values were filed as active, the others as inactive; nt = no result given.

SMILES	CHRM5 PAM	CHRM4 PAM	CHRM5 antagonist	M4 antag	CRFR2-BP ag	M4 ag	CRFBP-R2 block	CHRM1 PAM	M5 ag
CCOc1ccc(NC(=S)Nc2ccccc2C2CC2)cc1	-6	-4	1	7	-2.0	1	3	-9	-1
COc1ccc(N2CCN(S(=O)(=O)c3cc4c(cc3C)NC(=O)CO4)CC2)cc1	2	1	-8	-39	0.7	1	9	-2	-1
Cc1ccccc1Oc1nc2ccccn2c(=O)c1/C=C(\C#N)C(=O)Nc1c(C)n(C)n(-c2ccccc2)c1=O	-1	6	-1	-3	-3.0	1	24	8	-2
Cc1cc(Br)cc(C)c1NC(=O)c1ccc(C#N)cc1F	-4	6	6	-9	1.8	5	7	2	-7
c1csc(-c2nc3ccccc3[nH]2)c1	6	1	3	-5	-0.7	1	5	4	-5
O=C(O)CSc1nnc(-c2ccccc2)c(-c2ccccc2)n1	1	9	10	20	-6.8	0	-5	6	-6
O=C(C(=O)N1CCOCC1)c1cn(CCOc2ccccc2)c2ccccc12	-4	-8	15	0	-1.7	2	7	3	0
CCC(=O)Nc1nnc(SCC(=O)c2ccc3c(c2)Cc2ccccc2-3)s1	-6	3	3	8	1.0	1	-2	6	4
CCC(C)(C)c1nnc(NC(=O)c2cccc([N+](=O)[O-])c2)s1	-2	6	-4	-4	3.3	2	-33	2	2
CCCc1cnc(N2CCN(C(=O)c3ccccc3)CC2)nc1	3	-2	-1	7	-1.5	3	-8	11	-1
CC(OC(=O)C1CCCC1)C(=O)Nc1ncc(Cl)cc1Cl (stereo not given)	-6	1	1	5	0.9	1	-3	-2	2
CC(=O)Nc1ccc(NC(=O)c2ccc(-n3c(C)ccc3C)cc2)cc1	0	2	0	-14	6.2	1	33	6	-3
Cc1cccc2sc(N(CCCN(C)C)C(=O)c3ccco3)nc12	-38	-55	49*	73*	7.9	7	-16	-16	-14
COCCCN1C(=O)N(c2ccc(F)cc2)C(=O)C1CC(=O)Nc1ccc(OC)cc1 (stereo not given)	7	6	-5	-9	-1.4	1	16	3	0
COc1ccc(C(=O)CSc2nnc(CCc3ccccc3)n2-c2ccccc2)cc1	-4	-2	-1	-23	1.1	5	4	0	-4
Cc1ccc(Oc2c(C(N)=O)cc([N+](=O)[O-])cc2[N+](=O)[O-])cc1	5	7	5	9	-2.2	1	-58	2	3
CCOC(=O)C1CCCN(C(=O)c2cc(-c3ccncc3)nc3ccccc23)C1 (stereo not given)	-5	2	3	-10	0.4	10	-8	6	4
Cc1ccc(-n2ncc(C(=O)Nc3cc(Cl)cc(Cl)c3)c2C2CCNCC2)cc1C	-1	0	0	-5	-0.1	3	-15	1	-8
O=S(=O)(NCC1CCCO1)c1ccc(S(=O)(=O)N(Cc2ccccc2F)C2CCCCC2)cc1 (stereo not given)	-3	-5	10	12	0.1	0	-7	-8	0
COc1cc(C(c2c(C)[nH][nH]c2=O)c2c(C)[nH][nH]c2=O)ccc1OC(C)C	0	3	5	1	-0.5	2	-13	3	-2
CSc1cccc(NC(=S)NN(C)C)c1	5	-5	1	-1	-0.8	0	2	5	3
CCOc1c2ccc(C(=O)NCc3ccc(C(F)(F)F)cc3C(F)(F)F)cc2nn1C	-5	-1	3	-12	0.6	1	4	-5	-5
O=C(c1ccc2c(c1)OCCO2)N1CCN(Cc2c(F)cccc2Cl)CC1	10	8	11	5	0.4	2	-6	8	0
CCC(C)[C@H](NC(=O)[C@@H]1CSC2c3ccccc3C(=O)N21)C(=O)NC1CCCC1 (stereo not given in full)	2	0	8	-1	-0.7	0	-10	6	-4
O=C(Nc1ccc(Cl)cc1-c1nc2ccccc2s1)c1ccco1	-1	1	0	3	-0.1	0	-7	3	-1

Compound profiles, as listed above.
COc1ccc(N2CCN(S(=O)(=O)c3cc4c(cc3C)NC(=O)CO4)CC2)cc1 across the screens: CHRM5 PAM = 2; CHRM4 PAM = 1; CHRM5 antagonist = -8; M4 antag = -39; CRFR2-BP ag = 0.7; M4 ag = 1; CRFBP-R2 block = 9; CHRM1 PAM = -2; M5 ag = -1
CCOc1ccc(NC(=S)Nc2ccccc2C2CC2)cc1 across the screens: CHRM5 PAM = -6; CHRM4 PAM = -4; CHRM5 antagonist = 1; M4 antag = 7; CRFR2-BP ag = -2.0; M4 ag = 1; CRFBP-R2 block = 3; CHRM1 PAM = -9; M5 ag = -1

Next part.
SMILES	CHRM5 PAM	CHRM4 PAM	CHRM5 antagonist	M4 antag	CRFR2-BP ag	M4 ag	CRFBP-R2 block	CHRM1 PAM	M5 ag
Cc1cc(C)c(S(=O)(=O)c2ccccc2C)c(Cl)n1	6	14	-5	5	-1.6	-1	-11	7	-4
Cn1c(SCc2cccc(Br)c2)nnc1-c1ccccn1	0	-6	14	10	-0.2	1	1	0	-8
CN1CCN(CCCCOc2ccc(F)cc2)CC1	-2	2	-1	-3	7.8	0	20	5	-4
CN(C)c1ccc(NC(=O)CSc2nc(N)c(C(=O)Nc3ccc(N(C)C)cc3)s2)cc1	-15	-9	10	-2	-1.7	11	-27	-10	-3
CCOc1ccc(CCNC(=O)Cn2ncn3nc(-c4ccc(OC)cc4)cc3c2=O)cc1OCC	11	9	-15	-10	-1.1	1	38	5	-3
Cc1cc(Cl)ccc1NC(=O)C(=O)N/N=C/c1ccc2c(c1)OCO2	-2	-4	6	-1	-1.3	2	-2	3	-1
Cc1cc(C)c(C)c(S(=O)(=O)Nc2ccc(C(N)=O)cc2)c1C	0	-4	-8	-4	9.9	3	-46	6	6
COc1ccc(CN(C)C(=S)Nc2ccc(Cl)cc2Cl)cc1	4	-1	8	-6	-0.6	0	11	4	-4
Cc1[nH]c2ccccc2c1C(=O)CSc1nncn1C	1	12	-2	4	-0.9	2	16	10	0
O=c1c2c3c(sc2nc(NCCO)n1Cc1ccco1)CCCCC3	0	7	7	-13	1.0	4	-76	10	2
COc1ccc(/C=C/C(=O)Oc2ccc(/C=N/NC(=O)COc3c(C)cccc3C)cc2)cc1	-8	7	1	4	nt	1	nt	7	-3
CN(C)C(=O)CSc1ncccc1-c1nc2ccccc2[nH]1	-2	-2	9	12	0.6	0	1	0	1
O=C(NC1CCCC1)c1ccc(Cn2c(=O)[nH]c3ccsc3c2=O)cc1	8	7	0	17	-0.6	3	3	8	3
CCOc1cc2[nH]c(=S)n(C3CCN(Cc4ccccc4)CC3)c(=O)c2cc1OCC	7	-7	-3	7	-0.5	0	12	-3	-2
O=C(OCC(=O)N1CCN(C(=O)c2ccco2)CC1)c1sc2cc(F)ccc2c1Cl	4	6	5	6	1.6	1	33	5	0
Cc1ccc(S(=O)(=O)NCCCN2CCOCC2)cc1C	0	2	-1	0	-1.1	0	4	7	-4
CCOc1cc(S(=O)(=O)NC2CC(C)(C)NC(C)(C)C2)ccc1Cl	3	3	-4	-1	2.1	2	12	13	-2
Cc1ccc(NC(=O)CN(C)C(=O)CSc2ncc(C(F)(F)F)cc2Cl)cc1	-2	16	2	-9	0.6	1	-24	4	-3
Cc1noc(NC(=O)c2ccc(Cl)cc2)c1Cl	7	11	3	-11	-0.3	0	4	3	-6
COc1cc(/C=C/C(=O)O)ccc1OCc1cnc(Cl)s1	10	6	-8	-7	-2.4	1	5	10	1
Cn1cc(C(=O)N/N=C/C2=C(N3CCOCC3)C(=C\c3ccccc3)/CC2)ccc1=O	1	-7	-2	6	0.6	1	-30	2	4
COC(=O)c1cn(C(=O)c2ccc(OC)cc2)c2ccccc12	-2	-3	13	6	-1.6	-1	4	-1	0
O=C(CS(=O)(=O)c1cn(Cc2ccc(F)cc2)c2ccccc12)N1CCOCC1	-4	-3	-6	-4	1.6	6	14	6	4
Cc1c(S(=O)(=O)NCCc2ccccc2)c(=O)n(C)c(=O)n1C	-4	-3	11	5	0.9	1	-12	7	-2
O=C(CSc1nnc2ccccn12)N1CCOCC1	3	11	-4	-6	-2.9	1	1	3	0

Only CRFBP-R2 block, for some of the entries so far:
SMILES	CRFBP-R2 block
CN(C)c1ccc(NC(=O)CSc2nc(N)c(C(=O)Nc3ccc(N(C)C)cc3)s2)cc1	-27
Cc1ccc(NC(=O)CN(C)C(=O)CSc2ncc(C(F)(F)F)cc2Cl)cc1	-24
CCOc1ccc(CCNC(=O)Cn2ncn3nc(-c4ccc(OC)cc4)cc3c2=O)cc1OCC	38

(cont.)
SMILES	CHRM5 PAM	CHRM4 PAM	CHRM5 antagonist	M4 antag	CRFR2-BP ag	M4 ag	CRFBP-R2 block	CHRM1 PAM	M5 ag
c1ccc(-c2onc(-c3ccco3)c2-c2ccc3[nH]ccc3c2)cc1	0	-2	9	5	0.8	-1	14	2	-3
CCOC(=O)N1CCN(C2CCCN(C(=O)c3cccc(Cl)c3)C2)CC1 (stereo not given)	0	-3	12	11	-1.0	0	-2	-4	-4
Cc1ccc(-n2nc(C)c3cc(C(=O)O)sc32)cc1	-2	-10	-2	7	-1.3	2	-4	4	0
CN(C)CCCOc1nc2c(c(=O)n(C)c(=O)n2C)n1C	0	5	3	-4	-1.1	0	6	14	2
CCc1cccc(CC)c1NC(=O)c1ccccc1CCc1ccccc1	-9	-3	7	-31	6.1	4	-9	-9	-2
COCC1CCN(C(=O)c2cc(COc3ccc(OC)c4ccccc34)on2)C1 (stereo not given)	8	12	3	1	-0.9	4	-10	18	-2
O=C(NC1CCCC1)C1CC(c2ccc(F)cc2)=NO1 (stereo not given)	-3	9	0	-10	-0.9	5	-8	4	3
CCn1c(SCC(=O)NCc2ccco2)nnc1-c1cccs1	0	-1	-3	4	-0.1	0	24	6	3
O=C1OCc2ccc([N+](=O)[O-])cc21	11	12	1	4	0.5	2	1	6	2
CC(C)Cc1cc(C(=O)Nc2ccc3c(c2)OCO3)no1	-5	-5	4	-9	-0.4	0	8	-2	-2
COc1ccc(OCc2nnc(SCC(=O)Nc3oc(C)c4c(C)n[nH]c(=O)c34)n2C)cc1	1	3	2	-4	0.6	1	3	3	-1
CN(C)S(=O)(=O)c1ccc(C(=O)NCC(=O)N/N=C/c2ccccc2)cc1	-4	-3	9	8	1.5	0	-19	5	-1

Another view of some results above:
| Molecule | CHRM5 PAM | CHRM4 PAM | CHRM5 antagonist | M4 antag | CRFR2-BP ag | M4 ag | CRFBP-R2 block | CHRM1 PAM | M5 ag |
| --- | --- | --- | --- | --- | --- | --- | --- | --- | --- |
| Cc1ccc(NC(=O)CN(C)C(=O)CSc2ncc(C(F)(F)F)cc2Cl)cc1 | -2 | 16 | 2 | -9 | 0.6 | 1 | -24 | 4 | -3 |
| Cc1noc(NC(=O)c2ccc(Cl)cc2)c1Cl | 7 | 11 | 3 | -11 | -0.3 | 0 | 4 | 3 | -6 |
| COc1cc(/C=C/C(=O)O)ccc1OCc1cnc(Cl)s1 | 10 | 6 | -8 | -7 | -2.4 | 1 | 5 | 10 | 1 |
| Cn1cc(C(=O)N/N=C/C2=C(N3CCOCC3)C(=C\c3ccccc3)/CC2)ccc1=O | 1 | -7 | -2 | 6 | 0.6 | 1 | -30 | 2 | 4 |
| COC(=O)c1cn(C(=O)c2ccc(OC)cc2)c2ccccc12 | -2 | -3 | 13 | 6 | -1.6 | -1 | 4 | -1 | 0 |
| O=C(CS(=O)(=O)c1cn(Cc2ccc(F)cc2)c2ccccc12)N1CCOCC1 | -4 | -3 | -6 | -4 | 1.6 | 6 | 14 | 6 | 4 |
